# NR2E3 ag-1 = agonists of human NR2E3 nuclear receptor. Q9Y5X4. AID 602229. 360,000 tested, 0.35% active. inhibition of corepressor binding, % at 3.98 µM. CHO-S Gal4-NCOR/VP16-NR2E3 two-hybrid, luciferase;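 active = inhibition above the mean of all tested compounds plus 3 SD, cut at about 70% in these data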;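 note: 0% = DMSO with NR2E3 transfected cells and 100% = cells lacking NR2E3 construct; higher means lower luciferase signal from less NR2E3 corepressor binding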
# Target sequence (Q9Y5X4 whole entry, looked up, the tested form may be a part): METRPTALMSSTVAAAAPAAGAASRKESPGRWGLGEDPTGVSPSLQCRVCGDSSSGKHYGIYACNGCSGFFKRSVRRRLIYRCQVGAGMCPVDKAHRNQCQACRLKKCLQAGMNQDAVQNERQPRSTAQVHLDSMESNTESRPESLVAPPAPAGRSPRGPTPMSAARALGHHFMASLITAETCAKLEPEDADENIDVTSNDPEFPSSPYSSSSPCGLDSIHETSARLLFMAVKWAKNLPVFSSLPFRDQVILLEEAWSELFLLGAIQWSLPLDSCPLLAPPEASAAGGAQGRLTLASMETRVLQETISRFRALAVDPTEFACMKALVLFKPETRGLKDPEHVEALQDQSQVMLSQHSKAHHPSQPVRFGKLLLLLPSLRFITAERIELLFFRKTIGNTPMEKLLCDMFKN
# Shn3 inh set2 = inhibitors of Schnurri-3 3'UTR reporter in osteoblasts | inhibition, % at 12.5 µM | Clone20 osteoblast Shn3 3'UTR firefly luciferase, 24 h | 360,000 tested, 0.52% active;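 active = mean inhibition of at least 75% with every replicate also reaching 75%; inconclusive = mean inhibition at least 75% but some replicate below; inactive = mean inhibition below 75%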;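 note: 0% = median of neutral control wells and 100% = pilot-screen positive control compound; some compounds past the cut are filed as inactive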
# CF NFkB inh = inhibitors of cystic fibrosis induced NF-kB | KKLEB NF-kB-GFP reporter, PAF-induced, GFP fluorescence overnight | inhibition, % at 5 µM | 360,000 tested, 0.86% active;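 active = at least 50% inhibition at 5 µM, scaled per plate between neutral and stimulator controls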;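 note: PAF is a Pseudomonas aeruginosa culture filtrate used as stimulus; plate controls were PAF-stimulated DMSO wells for no effect and unstimulated DMSO wells for full effect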
# TRAIL sens C8 = sensitizes caspase-8 expressing cells to TRAIL | inhibition (viability loss, TRAIL sensitization), % at 10 µM | NB7+C8 cells + TRAIL, ATPlite viability luminescence | AID 624354 | 360,000 tested, 1% active;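 active = compounds causing at least 50% loss of cell viability in the single-dose screen, relative to plate controls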
# TROY NFkB inh = TROY signaling inhibition; Q293 LMP1-TROYcd NF-kB luciferase reporter, 4 h; inhibition, % at 10 µM; 360,000 tested, 0.98% active; AID 1347056;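 active = compounds whose plate-normalised and pattern-corrected inhibition of the luciferase reporter signal at the single screening dose is 50% or more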
# TWEAK Fn14 block = blocks TWEAK-Fn14 interaction in a reporter cell assay; TWEAK-stimulated Fn14 reporter cells, luciferase luminescence, 8 h; inhibition, % at 10 µM; 360,000 tested, 2% active; in the data active = inhibition above about 50%
# HIF-2a block = HIF-2a inhibition; AID 624352; inhibition, % at 18.8 µM; 360,000 tested, 0.72% active; 786-0 RCC cells HIF-2a reporter, luciferase luminescence, overnight;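 active = inhibition of the luminescence signal of 40% or more relative to plate controls, in a single-dose primary screen at 18.75 µM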
# NR2E3 ag-2 = activates human photoreceptor nuclear receptor NR2E3; 320,000 tested, 0.12% active; inhibition of corepressor binding, % at 4.78 µM; GST-NR2E3/biotin-RetCOR TR-FRET, 1536-well; AID 2300; Q9Y5X4;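 active = percent inhibition above the cutoff of mean plus 3 SD of all tested compounds, set per screening campaign, cut at about 20% in these data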;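 note: 0% = DMSO wells and 100% = biotin wells as full block of FRET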
#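 Test system: GST-NR2E3 and biotin-RetCOR proteins | Quantity: 1.35 nM GST-tagged NR2E3 final | Medium: Tris pH 7.5 | Also added: 7 nM biotin-RetCOR | Dosing: Compound at 4.8 µM, single dose | Timing: 5 h at 4 °C | Detection: Time-resolved FRET | Read-out basis: Percent inhibition | Benchmarks: Biotin wells as high control, 0.6% DMSO wells as low control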
# Peg3 prom inh = Peg3 promoter activity inhibition; HeLa PEG-Prom luciferase reporter, luminescence, overnight; inhibition, % at 20 µM; 360,000 tested, 1.7% active;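 active = inhibition of at least 50% at 20 µM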
# KKLEB tox = CF airway cell cytotoxicity counter-screen; 360,000 tested, 0.36% active; KKLEB CF airway cells viability, ATPlite luminescence, overnight; hits give low values; cells stimulated with P. aeruginosa culture filtrate; activity change (cytotoxicity), % at 5 µM; AID 602141;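 active = corrected activity change at or below -50% at 5 µM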
# TRPM1 prom inh = reduces MITF-dependent TRPM1 promoter luciferase signal; SK-MEL-5 TRPM1 promoter luciferase, 24 h; inhibition, % at 12.5 µM; 330,000 tested, 0.83% active;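 active = mean inhibition across replicates of 60% or more, whatever share of single replicates reaches that level; inconclusive = some that reach 60%, reason not given; inactive = mean inhibition across replicates below 60%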; note: values of inactives mirror those of a sister screen read the other way
# * = called active by the depositor; ? = inconclusive; nt = no result given; & = joins results of further samples. This is a subset; the hit share may differ from the screen's.
# Values run as follows: NR2E3 ag-1 | Shn3 inh set2 | CF NFkB inh | TRAIL sens C8 | TROY NFkB inh | TWEAK Fn14 block | HIF-2a block | NR2E3 ag-2 | Peg3 prom inh | KKLEB tox | TRPM1 prom inh
- O=S(=O)(NCCc1ccccc1)c1cccc2cccnc12
  14 | -3 | 9 | -4 | 1 | 12 | 14 | -2 | 17 | 14 | 0
- CN(c1ccc(C(=O)Nc2cccc([N+](=O)[O-])c2)cc1)S(C)(=O)=O
  4 | -12 | -13 | 17 | -11 | -9 | -66 | 3 | -28 | 2 | -7
- O=C(CSc1nnc(CN2CCCC2)n1-c1ccccc1)c1ccc2c(c1)OCO2
  11 | 13 | 6 | 1 | -4 | 5 | -23 | nt | -28 | 12 | -5
- Cc1ccc(CNc2ncnc3c2cnn3C2CCCCO2)cc1 (configuration not stated)
  -4 | -30 | -13 | 1 | -5 | 16 | -7 | nt | -4 | 10 | 0
- O=[N+]([O-])c1cccc(CNCc2ccccc2)c1
  -18 | 6 | -3 | 7 | -8 | -5 | -11 | -1 | -11 | 12 | 7
- CC(C)c1ccc(-c2nnn(CC(=O)N3CCCCC3)n2)cc1
  -34 | -9 | 25 | 13 | 13 | -15 | -60 | 0 | -31 | -1 | -26
- COc1ccc(CNC(=O)[C@@H](NC(=O)C2CCN(C(=O)[C@@H](N)Cc3ccccc3)CC2)C(C)C)cc1
  13 | -4 | 11 | 2 | 0 | 8 | 3 | 1 | -5 | 0 | -3
- COC(=O)C1=C(C)NC(C)=C(C(=O)OC)C1C(=O)OCC(=O)N1c2ccccc2CC1C (configuration not stated)
  -8&-1 | 16&10 | 13&-2 | -5&2 | 8&-23 | 15&-10 | 17&14 | 0 | 15&16 | -7&2 | -10&3
- COCCN(CCOC)C(=O)c1c[nH]c2ccc(S(=O)(=O)N(C)c3ccc(F)cc3)cc2c1=O
  -18 | 4 | -5 | -22 | 17 | 0 | 4 | 3 | 14 | 9 | -4
- Cc1ccc(S(=O)(=O)N2CCOC23CCN(S(=O)(=O)c2cccs2)CC3)cc1
  -22 | 17 | 16 | -9 | -8 | 10 | 9 | -5 | 7 | 6 | 3
- O=C1c2ccccc2S(=O)(=O)c2cc(N3CCN(c4ccccn4)CC3)ccc21
  -29 | -4 | 12 | 33 | 70* | 42 | -24 | -2 | -9 | -18 | -7
- COCCNC(=O)CN(c1ccc(C)cc1)S(=O)(=O)c1ccc(SC)cc1
  -21 | 3 | 6 | 0 | 3 | 9 | 11 | -2 | -1 | -3 | 0
- CCOC(=O)c1cnn(-c2nc3c(C)cccc3s2)c1C(F)(F)F
  11 | -12 | -4 | 1 | nt | 1 | -15 | 0 | -22 | -20 | 5
- Nc1ccccc1C(=O)/C=C/c1ccc2c(c1)OCO2
  -97 | -157 | 25 | 28 | -81 | 7 | -315 | -3 | -211 | -9 | -84
- CCOc1ccccc1-c1cc(C(=O)N/N=C/c2ccc3c(c2)OCO3)c2ccccc2n1
  -7 | -7 | -24 | 10 | -1 | -73 | 8 | nt | -14 | -4 | 8
- Cc1nc(-c2ccccc2)sc1C(=O)CSc1ccccc1
  -89 | -1 | -4 | -14 | -53 | -26 | -133 | -3 | -66 | 2 | 6
- COc1cc2c(cc1OC)CN(CC(=O)Nc1cccc(C(F)(F)F)c1)CC2
  -2 | 62 | 16 | -1 | -10 | -36 | 17 | -3 | 25 | -4 | -4
- CCOC(=O)c1[nH]c2ccc(OC)cc2c1NC(=O)/C=C/c1ccc2c(c1)OCO2
  -15 | 12 | 11 | 3 | -15 | -13 | 4 | -4 | 10 | -2 | 10
- Cn1nc(C(=O)OCC(=O)c2ccccc2)c2ccccc2c1=O
  -50 | -11 | -33 | -2 | 9 | -1 | -8 | nt | -11 | 5 | 8
- FC(F)(F)c1cccc(N2CCc3cn[nH]c32)c1
  -29 | 1 | 2 | 10 | nt | -11 | -126 | 2 | -141 | -9 | -18
- COc1ccc(OCC(=O)Nc2ccc(N3CCOCC3)cc2)cc1
  2 | -27 | -7 | 17 | 0 | -11 | -4 | 1 | 19 | -8 | -4
- COc1ccccc1CNC(=O)C1CCC(CNC(=O)[C@@H]2Cc3ccccc3CN2)CC1 (some centres not stated)
  -10 | -10 | -7 | -3 | -29 | 23 | -1 | -1 | -11 | -1 | 19
- O=C(Nc1nccs1)c1ccc(Cl)c([N+](=O)[O-])c1
  6 | -10 | -8 | 20 | -17 | 8 | -21 | 3 | -26 | 3 | -6
- CC1CC(C)CN(S(=O)(=O)c2cc3c4c(c2)CCC(=O)N4CCC3)C1 (configuration not stated)
  -8 | -3 | 1 | -17 | 11 | 15 | 11 | 4 | 2 | -12 | -3
- O=C1CC(N2CCN(c3ccc(Cl)c(Cl)c3)CC2)C(=O)N1 (configuration not stated)
  6 | -1 | 0 | -16 | 8 | -16 | 17 | 3 | 23 | 10 | 3
- NC(=O)N1c2ccccc2CC(=O)c2ccccc21
  4 | -11 | 4 | 0 | -13 | 18 | 5 | 2 | 10 | 3 | -3
- Oc1cc(NCCN2CCOCC2)cc2cccnc12
  -28 | -8 | 16 | 44 | -30 | 9 | 5 | nt | 20 | -11 | ?
- CCOC(=O)Cc1csc(NC(=O)/C=C\c2ccccc2)n1
  -56 | -46 | 6 | 24 | -7 | -1 | -2 | 4 | -98 | -29 | -38
- CC(C)CC#Cc1ccc2c(c1)O[C@H](CN(C)C(=O)Cc1ccncc1)[C@H](C)CN([C@H](C)CO)S2(=O)=O
  13 | 4 | 14 | -15 | 15 | 5 | 5 | nt | 13 | 3 | nt
- CC(C)NC(NC(=O)Cc1ccccc1)C(Cl)(Cl)Cl (configuration not stated)
  0 | -12 | 4 | -11 | 4 | 10 | 6 | 0 | 15 | -2 | -9
- CC(=O)N1CCC(C(=O)N2CCN(S(=O)(=O)c3cccs3)CC2)CC1
  -20 | -31 | 19 | -15 | 2 | -14 | 11 | -4 | 0 | -17 | 11
- CC1(C)CC2(CCO1)OC(=O)CC2C(=O)Nc1ccccc1Cl (configuration not stated)
  4 | 10 | -24 | -5 | -11 | -4 | 16 | 3 | 8 | 17 | 0
- Cc1cccc(N=C2NC(=O)C(CO)(CO)S2)c1
  -1 | -15 | -6 | -9 | -1 | 4 | 16 | 2 | -2 | 15 | -1
- CSCC[C@H](NC(=O)NC1CCCC1)C(=O)O
  -11 | -2 | -10 | 7 | 0 | 3 | 16 | 1 | 7 | 4 | -10
- COc1cccc(C(=O)N2CCN(Cc3cn[nH]c3-c3ccc(F)cc3F)CC2)c1
  5 | 8 | 18 | -7 | 17 | -9 | 17 | -1 | 5 | -5 | 14
- CCC(C)(C)NC(=O)CCCSc1nc2ccccc2s1
  -83 | -54 | -3 | 7 | -41 | -27 | -236 | 1 | -184 | 2 | -48
- Cc1noc(C)c1COc1ccccc1C(=O)N1CCN(c2cccc(Cl)c2)CC1
  -18 | 4 | 22 | 34 | 14 | -8 | 11 | 4 | 0 | 4 | 4
- O=C1CCC(C(=O)Nc2nnc(C3CC3)s2)=NN1
  -16 | 11 | 4 | -1 | 15 | -12 | 17 | 2 | 1 | 11 | -2
- Cc1cc([N+](=O)[O-])nn1CC(=O)NNC(=S)Nc1ccc([N+](=O)[O-])cc1
  -9 | -8 | -6 | -8 | 7 | 18 | 6 | 0 | 10 | 8 | -3
- O=C(NCCC1CCCCN1S(=O)(=O)c1ccc(F)cc1)C(=O)NCC1CCCO1 (configuration not stated)
  -11 | 5 | 14 | -17 | 7 | 0 | 11 | -5 | 3 | 17 | -5
- COc1cc(C(=O)Nc2ccc3c(c2)OCCO3)ccc1OC(F)F
  -62 | -97 | 3 | 40 | -64 | -13 | -362 | -2 | -252 | -17 | -98
- CSc1nc2ccsc2c(=O)n1-c1ccccn1
  14 | -15 | 1 | 1 | 8 | -3 | 4 | 3 | 14 | -8 | 0
- O=C(O)CCc1ccc(-c2ccc(Cl)cc2)n1CC(=O)O
  -11 | 6 | -12 | 12 | -16 | 16 | -11 | 0 | 4 | 4 | -4
- COc1ccc(C)cc1NC(=O)n1ncc2cc(Cl)ccc21
  11 | -7 | 3 | 14 | 3 | 1 | 8 | -2 | 8 | -3 | 15
- CCN(c1cccc(C)c1)S(=O)(=O)c1ccc(-n2cccn2)cc1
  -24 | 12 | 15 | 0 | -3 | -6 | 18 | 4 | 23 | -22 | 11
- COc1ccc(/C(O)=C/c2nc3ccccc3n(-c3ccccc3)c2=O)cc1
  -5 | -13 | -16 | 5 | 12 | -6 | -87 | 1 | -71 | -1 | -27
- CCn1c(SCC(=O)N2CCCC2=O)nc2ccccc21
  -17 | -26 | -11 | -7 | 3 | -7 | 10 | nt | 1 | 9 | nt
- Cc1ccc(N2C(=O)N(CC(=O)Nc3cccc(Cl)c3)C(=O)C2C)cc1 (configuration not stated)
  -20 | -23 | -2 | -9 | -16 | 7 | -46 | 2 | -32 | 10 | -3
- CC1=CC(c2ccc(Cl)cc2)n2nc(N3C(=O)CCC3=O)nc2N1 (configuration not stated)
  11 | 0 | -7 | 8 | 8 | 14 | 9 | 1 | 13 | 8 | 4
- COc1ccc(/C=C/C(=O)N2CCCc3ccccc32)c(OC)c1
  -23 | 8 | 13 | 4 | -40 | -2 | -71 | -1 | -48 | 1 | -9
- Cc1cc(C)cc(Cn2c3ccc(NC(=O)NCc4ccc(F)cc4)cc3c(=O)n2C)c1
  10 | 17 | 22 | 9 | 0 | -7 | 7 | nt | 20 | -9 | nt
- COc1nc(NCC(C)C)nc(Oc2ccc(OCc3ccccc3)nn2)n1
  -13 | -54 | 0 | -16 | -1 | -20 | 14 | -3 | 16 | 13 | 9
- COc1ccc(S(=O)(=O)N2CCCC2)c(C)c1C
  -29 | -13 | -8 | 1 | 7 | 4 | 11 | 1 | 14 | -2 | 3
- O=CNC1c2ccccc2CCc2ccccc21
  0 | 5 | -2 | -15 | 1 | 5 | 18 | nt | 4 | 3 | -4
- CCOc1ccc(NC(=S)NCCCc2ccccc2)cc1
  -16 | -6 | -8 | 0 | -9 | -11 | -4 | 2 | -13 | 18 | -3

# High-throughput results as filed in PubChem BioAssay.
